Source: PubChem BioAssay
Rad51 HR inh = blocks human Rad51 in homologous recombination; hRad51 DNA strand exchange, fluorescence dequenching; inhibition, % at 10 µM; actives 0.085% (n = 200,000); AID 1385;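 active = inhibition above 40% at the single screening dose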;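 also: 0% = DMSO control wells and 100% = blanks with heterologous ssDNA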
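Read-out basis: percent inhibition relative to plate controls and blanks / Assay system: human Rad51 nucleoprotein filaments preassembled on unlabelled ssDNA / Timing: filaments 15 min 37 °C, then compound 30 min / Control set: per-plate controls and blanks / Technique: fluorescence dequenching at 485/520 nm / Compound: 10 µM final, single point / Also added: Fluorescein- and BHQ1-tagged 47-mer duplex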
Furin inh = blocks human furin protease activity. AID 463115. actives 0.061% (n = 220,000). purified furin, fluorogenic substrate cleavage. inhibition, % at 30 µM. P09958; in the data active = inhibition above about 25%; also: inactives centre near -15
EBV gp42 inh = blocks Epstein-Barr virus glycoprotein 42 binding | Q1HVG2 | inhibition, % (tested at 21.74 µM) | AID 1085 | actives 0.42% (n = 220,000) | Fluorescence polarization binding assay, mP read-out; in the data active = inhibition above about 50%
eIF4E 4G PPI = eIF4E/eIF4G interaction inhibition in translation initiation. inhibition, % at 21.7 µM. actives 0.37% (n = 220,000). P63073+Q04637. TR-FRET eIF4E-eIF4GI(517-606) binding, 2 h;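 also: 0% = full FRET control wells and 100% = background wells lacking eIF4GI fragment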
14-3-3 Bad PPI = disrupts binding of bovine 14-3-3 zeta to phospho-Bad peptide | inhibition, % at 21.7 µM | actives 0.71% (n = 220,000) | P63103 | AID 781 | TR-FRET 14-3-3zeta/Dy647-pBad peptide displacement, 1 h;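 active = inhibition above about 70%, limit read from the data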;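 also: 0% = full 14-3-3 plus peptide FRET controls and 100% = background without 14-3-3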
Target sequence (P63103 whole entry, looked up): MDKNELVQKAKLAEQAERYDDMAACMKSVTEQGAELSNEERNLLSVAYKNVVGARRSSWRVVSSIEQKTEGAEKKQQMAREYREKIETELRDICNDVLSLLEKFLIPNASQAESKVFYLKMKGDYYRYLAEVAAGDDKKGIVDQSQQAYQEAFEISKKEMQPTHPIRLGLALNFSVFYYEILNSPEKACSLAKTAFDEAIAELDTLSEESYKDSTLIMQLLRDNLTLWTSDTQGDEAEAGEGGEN
KCC2 mod = KCC2 (human) Cl- transport modulation. Q9H2X9. KCC2 cells, thallium flux FluoZin-2 fluorescence. B-score of Tl+ flux slope (higher = more flux/activation; lower = inhibition) at 10 µM. actives 2.2% (n = 190,000);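 active = thallium flux slope and its plate-corrected score both differing from the plate sample mean at a set confidence after two filtering rounds, in either direction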;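 also: slope of fluorescence scaled to starting intensity during 10 to 20 s after thallium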
hK5 inh = kallikrein 5 (human) inhibition | Q9Y337 | recombinant hK5, fluorogenic AMC substrate cleavage | inhibition, % at 5 µM | actives 0.59% (n = 210,000) | AID 873;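 active = inhibition of 40% or more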;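 also: 0% = enzyme controls without compound and 100% = no-enzyme blanks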
Target sequence (Q9Y337 67-293 limits assumed): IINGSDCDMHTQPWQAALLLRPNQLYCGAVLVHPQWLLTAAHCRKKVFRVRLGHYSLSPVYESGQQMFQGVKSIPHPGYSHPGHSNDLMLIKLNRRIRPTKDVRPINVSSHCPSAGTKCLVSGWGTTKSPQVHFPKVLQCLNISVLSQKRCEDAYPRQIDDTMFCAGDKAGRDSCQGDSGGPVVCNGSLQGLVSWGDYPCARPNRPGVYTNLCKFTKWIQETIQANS
thrombin 1536 = inhibitors of human thrombin; P00734; alpha-thrombin, Boc-VPR-AMC fluorogenic substrate cleavage; inhibition, % at 5 µM; actives 0.26% (n = 220,000); AID 1046;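 active = inhibition at or above 40%; inactive = inhibition below 40%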;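 also: 0% = enzyme with no compound and 100% = wells without enzyme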
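System – human alpha-thrombin · Medium – pH 7.5 Tris (50 mM) with NaCl 150 mM, Tween 20 0.05% · Compound – single-point dosing at 5 µM, 0.2% DMSO · Incubation – enzyme reaction carried out at room temperature · Technique – fluorescence of released AMC, ex 355 nm, em 460 nm · Read-out basis – % inhibition of thrombin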
p47phox inh = inhibitors of human p47phox binding; p47phox/p22phox peptide binding, fluorescence polarization, 2 h; inhibition, % at 24.7 µM; actives 0.53% (n = 220,000);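 also: 0% = p47phox with labelled peptide and 100% = labelled peptide alone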
Target sequence (P14598 whole entry, looked up): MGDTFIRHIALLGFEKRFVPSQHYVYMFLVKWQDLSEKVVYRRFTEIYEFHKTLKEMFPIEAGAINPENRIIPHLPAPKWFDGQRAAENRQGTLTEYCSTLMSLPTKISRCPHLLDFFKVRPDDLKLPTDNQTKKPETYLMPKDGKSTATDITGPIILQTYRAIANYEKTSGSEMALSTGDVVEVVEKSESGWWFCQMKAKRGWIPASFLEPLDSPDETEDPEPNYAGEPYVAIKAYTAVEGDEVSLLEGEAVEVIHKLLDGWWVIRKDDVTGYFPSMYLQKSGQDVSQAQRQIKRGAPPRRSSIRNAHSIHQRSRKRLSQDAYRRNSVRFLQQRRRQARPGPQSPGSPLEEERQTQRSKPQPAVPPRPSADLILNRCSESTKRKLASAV
The depositor's hits bear a star; i = inactive; . = not tested or not shown; [ ] = remark or other dose.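 The calls were made as follows, unless noted: active = inhibition above about 30% (limit read from the data); inactive = the rest.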 Rows were taken by chance; about 4.7% have a hit in one of these screens.

Rad51 HR inh	Furin inh	EBV gp42 inh	eIF4E 4G PPI	14-3-3 Bad PPI	KCC2 mod	hK5 inh	thrombin 1536	p47phox inh	smiles
-2.2	-17.9[20 µM]	-25.3	1.6	-1.0	-0.111	-5.2	6.7	0.9	Cc1ccccc1C(=O)N1CCC(C(=O)Nc2ccc(S(=O)(=O)N(C)C(C)C)cc2)CC1
-0.1	-25.4	-5.3	4.1	-13.1	.	-24.1	-2.3	-10.3	C=CCNC(=O)N[C@@H](CCSC)C(=O)OC
1.5	-17.0[20 µM]	-3.1	-5.6	-2.9	0.865	-5.0	1.6	-9.0	Cc1cccc(NC(=O)c2c(C)nc3ccccn23)c1
5.4	-14.2	-6.1	7.4	-7.4	-0.309	-2.9	-3.5	-10.5	Cn1ncc2c(Sc3ccc(Cl)cc3)ncnc21
-37.0	-15.6	-9.6	1.6	-18.1	0.174	-0.9	-4.8	-6.8	COc1cc(-c2nnn(CC(=O)NCc3ccccc3)n2)cc(OC)c1OC
-7.2	-21.9[20 µM]	-1.6	-3.8	-5.7	-0.748	-7.6	3.4	-7.2	CC(C)(C)NC(=O)c1cccc(NC(=O)c2cccc(O)c2)c1
-18.2	-25.5	-9.9	30.9*	38.9	0.764	29.3	-3.9	-20.6	N#Cc1ccc(Cl)cc1NC(=O)CSc1nc2nc(-c3cccs3)cc(C(F)(F)F)c2c(=O)[nH]1
20.4	-23.1	-0.6	-2.0	-0.5	-0.373	-6.1	2.4	-3.7	CCOC(=O)Cn1nc(C)c(NC(=O)CCc2ccccc2)c1C
2.0	-21.0[20 µM]	-1.5	4.2	-2.2	0.347	-0.3	-3.0	4.1	CSc1cccc(NS(=O)(=O)c2ccc(F)cc2)c1
0.8	-6.4[20 µM]	-14.5	.	.	0.266	-8.3	0.8	-1.9	CC(NC(=O)Nc1ccccc1)c1ccccc1 (stereo not drawn)
9.8	-19.2[20 µM]	-15.6	4.1	i	-0.179	-13.5	1.2	-54.8	Cc1ccc(S(=O)(=O)CC(=O)N2CCCCCC2)cc1
1.5	-8.7	-0.4	-2.1	-10.2	-0.134	1.6	-2.8	0.9	COc1ccc(-c2nc(NC3=NCCCCC3)sc2C)cc1
0.4	-11.1	-6.6	-0.1	4.1	-0.603	-11.9	-4.7	-6.2	C/C(=N\NC(=O)c1cc(C)[nH]n1)C(C)(C)C
-1.5	-7.4[20 µM]	1.3	-0.3	-1.8	.	-13.7	-3.8	-5.5	Cc1cc(Oc2ccccc2)nc(SCC(=O)Nc2ccc(Cl)c(Cl)c2)n1
3.1	1.9[20 µM]	-22.0	-14.8	-7.3[fluorescence artefact?]	.	6.6	4.8	-29.3	COc1ccc(C(=O)c2ccc(N3CCN(C(=O)c4ccc(F)cc4)CC3)c(F)c2)cc1Br
1.4	-24.7	-6.1	23.5	13.0[fluorescence artefact?]	-0.0745	-17.2	-5.2	-1.2	CC(=O)N1CCC(=NNC(=O)c2cccs2)CC1
-0.8	-6.7	-0.9	1.0	-9.0	0.69	-11.1	-9.1	-6.8	CC1CCN(C(=S)Nc2ccc(SC(F)F)cc2)CC1
-2.0	-17.7[20 µM]	-0.1	11.7	17.0	0.0338	-12.0	-2.0	-13.2	O=C(Nc1ccncc1)C1c2ccccc2Oc2ccccc21
-4.2	-6.4	-12.1	-1.2	-5.7	-0.0592	-8.1	-20.2	5.1	CCOc1cc2c(cc1/C=C1/NC(=O)N(CC(=O)OC)C1=O)OCO2
-6.4	-18.1	-10.7	2.6	5.2	0.144	-4.7	6.7	-8.3	CCc1nnc(NC(=O)CSc2nnc(-c3c[nH]c4ccccc34)n2C)s1
1.8	-0.4	-3.5	5.1[fluorescence artefact?]	-8.6	0.342	-18.2	0.9	9.4	O=C(N/N=C/c1cccnc1)c1cc2ccccc2o1
5.6	-25.1	-11.6	-3.7	-2.6	0.0964	18.5	-8.5	1.7	O=C(c1ccccc1F)N1CCN=C1SCc1cccnc1
-3.3	-31.5	-16.4	-3.2	-0.5	0.558	-1.1	0.1	-6.2	CCN(CC)CCC(c1ccc(OC)cc1)c1c(O)cc(OC)cc1OC (stereo not drawn)
-23.3	-8.3	-15.6	2.1	-1.6[fluorescence artefact?]	0.81	-7.7	-2.7	-15.2	CCOC(=O)c1cc(C(=O)NN)c(C)nc1C
1.1	-22.0[20 µM]	1.9	0.9	-2.2	-1.01	-33.6	1.2	-3.9	O=C(COc1ccccc1)N(Cc1ccco1)c1ccc(O)cc1
-3.3	-9.8[20 µM]	-6.2	4.6	-1.1	0.0686	-27.8	0.5	-10.5	Cc1ccc(S(=O)(=O)NC(=O)NCc2ccc3c(c2)OCO3)cc1
-4.7	-1.9	-10.3	0.6	3.8	0.337	24.5	12.6	-0.1	CCOC(=O)CSc1ccc(C(=O)Nc2ccc(OC)cc2)cn1
15.0	-12.3[20 µM]	-6.2	-2.0	-2.5	0.447	-8.4	3.2	-6.8	Cc1cc(C(F)(F)F)c(C#N)c(N2CCOCC2)n1
-5.6	-21.3[20 µM]	-7.5	-6.9	0.0	-0.816	-20.6	2.3	4.9	CC(C)c1cc(C(=O)O)n(-c2ccccc2)n1
4.7	-16.7	-22.3	-0.6	7.9	0.752	-13.6	-3.6	-14.4	Cc1ccc2occ(/C=C/C(=O)c3ccccc3O)c(=O)c2c1
2.1	-20.6	-10.3	-1.0	0.2	.	3.4	-0.5	-11.0	CCc1nn2c(=O)cc(CSc3nc(C)cc(=O)[nH]3)nc2s1
-2.1	-22.6	-17.1	-3.5	-1.1	-0.392	2.4	2.7	-10.6	Cc1ccc2c(c1)nnn2C1CCN(S(=O)(=O)c2ccc(C(=O)N3CC(C)CC(C)C3)cc2)CC1 (stereo not drawn)
.	-6.5	-11.5	-1.8	-17.4	-0.0491	-5.3	1.9	-19.9	O=C(Nc1ccc(C(=O)O)cc1)Nc1cccc([N+](=O)[O-])c1
2.5	-14.0	-9.6	2.8	-18.1[fluorescence artefact?]	-1.09	-21.5	-2.9	-2.7	CCN(c1cccc(C)c1)C(C(=O)Nc1ccc(OC)cc1)c1cc2c(cc1[N+](=O)[O-])OCO2 (stereo not drawn)
-5.4	-12.0	-16.7	1.0	4.6	-0.743	-0.6	-3.3	6.6	CCCn1c(CN2CCN(C(=O)OCC)CC2)nc2c1c(=O)n(C)c(=O)n2C
-5.6	-14.0	-16.9	9.8	-0.9	-1.46	-3.0	2.9	-6.1	Cc1ccccc1N(CC(=O)NCCc1ccccc1)C(=O)c1ccc(N2CCCC2)nc1
.	-14.8	2.2	3.3[fluorescence artefact?]	-5.8[fluorescence artefact?]	-0.007	-11.8	-2.8	-12.0	O=C(/C=C/c1ccccc1)c1ccc(NC2=NCCCS2)cc1
4.7	-12.8[20 µM]	-15.4	0.9	11.8	0.00692	14.6	0.3	-22.0	O=c1c[n+]([O-])c2ccccc2n1OCc1c(F)cccc1F
0.7	3.8[20 µM]	-9.9	16.8	0.4	-1.45	-1.8	1.1	-23.6	CCOC(=O)CSc1nc(Nc2ccc3c(c2)OCO3)c2ccccc2n1
19.7	-13.7	10.8	-6.1	-14.4	-0.749	.	0.3	0.5	Clc1ccc(CN=C(Nc2ccccc2)NC2CCCCC2)cc1
1.8	-16.0	-26.1	0.2[fluorescence artefact?]	-3.0	0.358	-4.8	-0.3	-11.3	CCOC(=O)C1=C(C)Nc2sc(C(=O)c3ccc(OC)cc3)c(N)c2C1c1ccc(C(=O)OC)cc1 (stereo not drawn)
-3.1	-19.6	10.3	4.2	-0.1	.	-1.2	-0.1	13.6	O=C(O)CC(CC(=O)Nc1nncs1)c1ccccc1 (stereo not drawn)
-4.5	-18.9	-16.7	-8.9	3.6	.	-6.4	-0.1	-13.1	COc1ccc(OC)c(NC(=O)c2ccc(CN(c3cc(Cl)ccc3C)S(=O)(=O)c3ccccc3)cc2)c1
-3.2	-5.4	-23.2	1.3	2.7	-0.327	-9.4	-3.4	-4.8	Cc1cc(C)c(NC(=O)CSc2nc3c(c(=O)n2C)SC(C)C3)c(C)c1 (stereo not drawn)
-3.0	14.3[20 µM]	-10.5	3.2[fluorescence artefact?]	-0.8	0.3	23.4	-4.6	-12.6	Cc1cc(C(=O)NCCCn2ccnc2)cs1
4.1	-16.1	-11.9	-9.6	-3.5	0.155	-2.9	5.3	20.6	CSc1nc2ccccc2n1C(=O)Oc1ccccc1
-2.4	-3.4	-25.2	1.4	-1.9	-0.501	-7.2	-3.6	-19.7	C/C(=N\OCC(=O)Nc1ccc(F)c(F)c1F)c1cc2ccccc2o1
1.4	25.0[20 µM]	5.4	-1.8	2.1[fluorescence artefact?]	-2.08	-10.7	4.8	-20.4	O=c1[nH]n2c(=O)c3c([nH]c2c1N=Nc1cccc(C(F)(F)F)c1)CCCC3
-0.2	-8.8	-10.7	3.7	6.3[fluorescence artefact?]	1.02	-9.6	-0.4	-14.8	O=C1CC(SC2=NCCS2)C(=O)N1c1ccc(Br)cc1 (stereo not drawn)
-5.5	-29.2	-6.8	0.4	5.7	1.07	7.4	-0.3	-12.8	O=C(COC(=O)c1ccco1)NCc1ccco1
10.2	0.6	-2.5	-11.9[fluorescence artefact?]	-4.0	-0.0293	17.5	21.2	-4.9	Cc1ccc(NC(=O)CC2C(=O)N(Cc3ccccc3)C(=S)N2NC(=O)c2cccc(F)c2)c(C)c1 (stereo not drawn)

4 of these compounds in a different format:
SMILES | Rad51 HR inh | Furin inh | EBV gp42 inh | eIF4E 4G PPI | 14-3-3 Bad PPI | KCC2 mod | hK5 inh | thrombin 1536 | p47phox inh
C/C(=N\OCC(=O)Nc1ccc(F)c(F)c1F)c1cc2ccccc2o1 | -2.4 | -3.4 | -25.2 | 1.4 | -1.9 | -0.501 | -7.2 | -3.6 | -19.7
O=c1[nH]n2c(=O)c3c([nH]c2c1N=Nc1cccc(C(F)(F)F)c1)CCCC3 | 1.4 | 25.0[20 µM] | 5.4 | -1.8 | 2.1[fluorescence artefact?] | -2.08 | -10.7 | 4.8 | -20.4
O=C1CC(SC2=NCCS2)C(=O)N1c1ccc(Br)cc1 (stereo not drawn) | -0.2 | -8.8 | -10.7 | 3.7 | 6.3[fluorescence artefact?] | 1.02 | -9.6 | -0.4 | -14.8
O=C(COC(=O)c1ccco1)NCc1ccco1 | -5.5 | -29.2 | -6.8 | 0.4 | 5.7 | 1.07 | 7.4 | -0.3 | -12.8
